Source: PubChem BioAssay (several laboratories)
ASAP1 GAP inh: inhibitors of human ASAP1 ArfGAP activity | 0.19% of 360,000 active | ASAP1-stimulated ARF1 GTP hydrolysis, GDP FP detection | AID 624377 | inhibition, % at 16.5 µM | Q9ULH1; in the data active = inhibition above about 25%;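 note: 0% = vehicle with enzyme and substrate and 100% = no enzyme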
GC-B act: GC-B (human) receptor activation; P20594; HEK293-GC-B cells, CNP EC30, cGMP TR-FRET; 0% at EC30 CNP, 100% saturating CNP; activation, % at 10 µM; 0.11% of 370,000 active; AID 1920062;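 active = activation at 10 µM reaching about 35% in either raw or pattern-adjusted values, limit read from the data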
Target sequence (P20594 whole entry, looked up): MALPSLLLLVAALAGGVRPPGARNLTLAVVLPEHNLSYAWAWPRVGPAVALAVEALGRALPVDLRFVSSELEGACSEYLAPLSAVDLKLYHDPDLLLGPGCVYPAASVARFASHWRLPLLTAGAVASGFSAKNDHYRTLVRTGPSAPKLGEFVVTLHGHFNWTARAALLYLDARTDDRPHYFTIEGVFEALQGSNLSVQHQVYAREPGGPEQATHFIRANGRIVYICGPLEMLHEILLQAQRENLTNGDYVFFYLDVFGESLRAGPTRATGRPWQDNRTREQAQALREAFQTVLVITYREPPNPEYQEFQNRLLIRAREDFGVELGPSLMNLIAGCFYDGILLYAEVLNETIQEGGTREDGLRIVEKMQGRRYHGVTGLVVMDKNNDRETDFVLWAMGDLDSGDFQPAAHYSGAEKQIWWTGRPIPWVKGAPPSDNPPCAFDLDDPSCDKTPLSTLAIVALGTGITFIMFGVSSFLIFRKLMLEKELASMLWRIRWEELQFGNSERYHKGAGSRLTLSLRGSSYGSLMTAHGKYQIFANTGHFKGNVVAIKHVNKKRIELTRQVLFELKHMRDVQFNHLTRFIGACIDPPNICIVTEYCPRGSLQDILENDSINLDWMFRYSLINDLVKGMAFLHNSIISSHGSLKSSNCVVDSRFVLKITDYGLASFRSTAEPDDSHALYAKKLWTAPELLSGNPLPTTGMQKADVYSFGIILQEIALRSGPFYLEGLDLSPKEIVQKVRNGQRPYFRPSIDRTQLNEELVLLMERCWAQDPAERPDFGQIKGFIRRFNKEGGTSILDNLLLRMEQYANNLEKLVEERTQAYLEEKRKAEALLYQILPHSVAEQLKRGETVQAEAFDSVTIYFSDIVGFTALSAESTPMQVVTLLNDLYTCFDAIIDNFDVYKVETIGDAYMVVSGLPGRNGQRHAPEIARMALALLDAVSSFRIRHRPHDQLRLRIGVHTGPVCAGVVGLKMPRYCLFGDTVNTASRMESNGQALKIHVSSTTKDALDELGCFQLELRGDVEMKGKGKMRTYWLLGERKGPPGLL
SMARCA2 act: increases SMARCA2 function in MMTV reporter cells; MG213 cells, MMTV-luciferase reporter, dexamethasone, overnight; activation, % at 9.1 µM; 1% of 370,000 active; in the data active = activation above about 7.8%;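 note: 0% = vehicle wells and 100% = reference activator wells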
NR1D1 modulator: Rev-erb alpha (human) modulation | Rev-erbα–FITC-DNA binding, fluorescence polarization, 90 min | AID 1259318 | P20393 | activity, % at 10 µM | 0.79% of 370,000 active;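 active = activity above about 14%, limit read from the data; passing the limit was not always enough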;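 note: 0% = DMSO wells with 35 nM protein and 100% = DMSO wells with 750 nM protein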
PG9 binder: binds the HIV-1 gp120 antibody PG9; AID 624416; TR-FRET gp120-PG9 antibody binding; inhibition, % at 6.7 µM; 0.43% of 360,000 active; in the data active = inhibition above about 8.5%
HTRA1 inh: inhibitors of human serine peptidase HTRA1; AID 504803; 0.5% of 340,000 active; recombinant HTRA1, FP-rhodamine activity-based probe, fluorescence polarization; Q92743; inhibition, % at 5.96 µM; in the data active = inhibition above about 36%;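 note: 0% = enzyme with DMSO and 100% = wells lacking enzyme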
rCAG RNA binder: molecules binding r(CAG) RNA repeats. r(CAG) RNA repeat, TO-PRO-1 dye displacement fluorescence. inhibition, % at 3 µM. 1.3% of 370,000 active;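 active = inhibition above the plate cutoff, the mean of all test compounds on that plate plus 3 SD, cut at about 35% in these data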;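 note: 0% = DMSO alone and 100% = 100 µM mitoxantrone as full dye displacement; higher means more dye released from RNA so lower well fluorescence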
ABHD4 inh: ABHD4 (mouse) inhibition, primary FP screen | Q8VD66 | purified mABHD4, FP-Rh probe fluorescence polarization | inhibition, % at 8.92 µM | 0.54% of 370,000 active;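 active = inhibition exceeding the mean over every tested compound plus 3 SD, cut at about 30% in these data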;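 note: 0% = plate median of compound wells and 100% = S159A mutant with DMSO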
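Assay system: mouse ABHD4 enzyme, wild type / Also added: fluorescent activity-based probe FP-Rh / Doses: single nominal dose of 8.92 µM, 0.89% DMSO final / Timing: 45 min compound pre-incubation plus 60 min probe step, 25 °C / Signal: FP readout, ex 525 nm / em 598 nm / Control set: S159A mutant/DMSO as 100%, compound-well median as 0%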
ARFGAP1 inh: inhibitors of rat ARFGAP1 | Arfgap1-stimulated ARF1 GTP hydrolysis, GDP FP detection | inhibition, % at 16.5 µM | 0.26% of 360,000 active | AID 651572;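 active = inhibition above a per-plate limit, mean inhibition of low control wells plus 3 SD, cut at about 25% in these data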;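 note: 0% = DMSO wells with enzyme and 100% = wells lacking Arfgap1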
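Material – truncated rat Arfgap1 GAP domain · Buffer or medium – HEPES-based buffer, pH 7.5 · Reagent – human ARF1(Δ1-17)-GTP substrate · Dosing – 16.5 µM single point, 1.26% DMSO · Schedule – GTP hydrolysis reaction 2 h at 25 °C · Technique – GDP detection by fluorescence polarization · Benchmarks – No-Arfgap1 wells (100%) versus DMSO full-reaction wells (0%) · Repeats – single replicate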
GC-A act: GC-A (human) enzyme activation. P16066. HEK293 GC-A cells, cGMP TR-FRET, EC30 ANP; 0% at EC30 ANP, 100% saturating ANP. activation, % at 10 µM. 0.14% of 370,000 active. AID 1671463; in the data active = activation above about 40%
* marks the source's active call; other numbers are inactive results; . = not tested or not shown.

1	CCCc1cc(=O)oc2cc(OC3CCCCC3=O)ccc12 (stereo unspecified)
2	Cc1ccc(C(=O)CSc2nnc(C(C)C)n2C)cc1C
3	COc1ccc(C[C@H]2CN3C(=NC[C@@H]3C(C)C)N2CCNC(=O)CCC2CCCCC2)cc1
4	COc1cc(CNC(C)(C)C)ccc1OCC(=O)NC(C)(C)C
5	O=C(NCc1ccc(C(=O)N2CCCN(Cc3ccccc3)CC2)cc1)c1cccc(Br)c1
6	CN(C)c1c(F)cc(-c2nn[nH]n2)cc1F

entry no.	1	2	3	4	5	6
ASAP1 GAP inh	-15	-3	-6	4	.	-1
GC-B act	6	7	-8	3	0	4
SMARCA2 act	0	2	0	8	-6	-4
NR1D1 modulator	0	-2	-2	-1	7	-4
PG9 binder	-1.8	-0.3	0.1	0.3	.	-0.3
HTRA1 inh	-4	1	-11	3	.	1
rCAG RNA binder	-1	-2	0	-3	3	3
ABHD4 inh	-4	1	14	2	2	-2
ARFGAP1 inh	-3	7	-14	-2	.	-1
GC-A act	8	3	-4	0	-1	-2

7	Cc1ccccc1-c1nnn(Cc2ccc(F)cc2Cl)n1
8	Cc1cc(-c2nnc(CCC(=O)NC(C)(C)C34CC5CC(CC(C5)C3)C4)o2)no1
9	O=C(CN1CCN(c2ccccn2)CC1)N1c2ccccc2CCc2ccccc21
10	Cc1ccc(-n2nc3c(c2NC(=O)c2cccs2)CS(=O)(=O)C3)cc1
11	COc1ccccc1NCC(=O)c1ccc(Cl)cc1
12	Cc1ccc(-c2csc(NC(=O)CSc3ncn(-c4ccccc4)n3)n2)cc1

entry no.	7	8	9	10	11	12
ASAP1 GAP inh	3	-9	1	-1	9	9
GC-B act	4	5	-6	-5	8	-4
SMARCA2 act	1	-1	-1	14*	-1	-3
NR1D1 modulator	7	-3	-2	-1	4	-6
PG9 binder	0.0	0.5	0.8	0.5	-0.8	-2.3
HTRA1 inh	-6	-4	-6	1	1	-23
rCAG RNA binder	-1	-8	3	9	4	9
ABHD4 inh	-10	-3	4	0	2	-19
ARFGAP1 inh	-2	1	5	2	-3	6
GC-A act	2	2	-4	-6	3	-2

13	O=C(CN1CCN(C(=O)C2CCCO2)CC1)Nc1ccc(Br)cc1 (stereo unspecified)
14	C[C@@H]1CN([C@@H](C)CO)C(=O)Cc2cc(NC(=O)C3CCCCC3)ccc2O[C@H]1CN(C)S(=O)(=O)c1ccccc1
15	Cc1cc(C)n(-c2nc(SCCN3CCOCC3)c3c4c(sc3n2)CCCC4)n1
16	COC(=O)c1cc(CSc2nnc(NC3CCCCC3)s2)oc1C
17	COc1cccc(NC(=O)COC(=O)/C=C/c2c(C)nn(-c3ccccc3)c2C)c1
18	CCCCNC(=S)Nc1ccc(-c2nc3ccc(C)cc3s2)cc1

entry no.	13	14	15	16	17	18
ASAP1 GAP inh	-15	4	7	2	-10	-1
GC-B act	-5	-2	-7	10	-2	3
SMARCA2 act	-1	0	-5	-4	-5	5
NR1D1 modulator	-1	8	0	-5	2	4
PG9 binder	-1.2	0.4	-1.1	-1.1	-1.7	-1.2
HTRA1 inh	8	-3	-9	-3	-36	-2
rCAG RNA binder	-5	10	3	-4	3	6
ABHD4 inh	3	-16	-1	2	-13	2
ARFGAP1 inh	-8	8	7	3	-11	5
GC-A act	5	-3	0	-1	-4	3

19	COC(=O)c1sc2ccccc2c1NC(=O)c1ccc(S(=O)(=O)N2CCCCC2)cc1
20	c1ccn2c(Cc3nnc4ccccn34)nnc2c1
21	O=C(Cn1nc(-c2ccccc2)ccc1=O)NCCc1ccccc1F
22	Cc1cc(C(=O)c2ccccc2)cc(C)c1O
23	O=C(Oc1ccc(N(C(=O)c2ccncc2)S(=O)(=O)c2ccc(Cl)cc2)cc1)c1ccncc1
24	COc1ccc(NC(=O)Cn2nnc3ccccc32)c([N+](=O)[O-])c1

entry no.	19	20	21	22	23	24
ASAP1 GAP inh	2	0	.	-5	8	0
GC-B act	-2	2	-3	-2	-5	0
SMARCA2 act	-3	1	-5	-1	-6	-2
NR1D1 modulator	14	-6	-5	-4	6	-1
PG9 binder	-1.1	0.8	.	-0.2	0.9	0.1
HTRA1 inh	-7	-4	.	35	7	4
rCAG RNA binder	3	-4	2	1	0	1
ABHD4 inh	1	2	7	-3	0	2
ARFGAP1 inh	-1	-2	.	11	2	3
GC-A act	-1	5	3	8	-1	-1

25	CCCn1c(N)c(C(=O)CSc2nnc3ccccn23)c(=O)[nH]c1=O
26	COc1ccccc1/C=C/C1=NC(=C\N(C)C)/C(=O)O1
27	Cc1nc(-c2ccc(C(F)(F)F)cc2)sc1C(=O)NN
28	CCOC(=O)c1sc(NC(=O)C(CC)OC(=O)c2ccco2)nc1C (stereo unspecified)
29	Fc1cccc(C2NC(=S)NC3=C2N2CCC3CC2)c1 (stereo unspecified)
30	Cc1cc(C)nc(NS(=O)(=O)c2ccc(Br)cc2)n1

entry no.	25	26	27	28	29	30
ASAP1 GAP inh	0	-4	-14	6	2	2
GC-B act	2	-6	1	-3	7	2
SMARCA2 act	-3	4	3	3	-1	-2
NR1D1 modulator	4	-5	7	7	-4	4
PG9 binder	1.9	-4.7	-0.4	-2.3	-0.6	0.6
HTRA1 inh	-1	-1	-1	-5	0	1
rCAG RNA binder	0	3	1	0	0	1
ABHD4 inh	1	4	-4	-5	-7	3
ARFGAP1 inh	-14	7	-8	4	-3	11
GC-A act	3	-4	21	-4	5	-4

Given with two lines to a compound: two of the compounds above.
Screens in order – ASAP1 GAP inh	GC-B act	SMARCA2 act	NR1D1 modulator	PG9 binder	HTRA1 inh	rCAG RNA binder	ABHD4 inh	ARFGAP1 inh	GC-A act
[26] COc1ccccc1/C=C/C1=NC(=C\N(C)C)/C(=O)O1
→ -4	-6	4	-5	-4.7	-1	3	4	7	-4
[27] Cc1nc(-c2ccc(C(F)(F)F)cc2)sc1C(=O)NN
→ -14	1	3	7	-0.4	-1	1	-4	-8	21

The list continues:
31	COc1ccc(NC(=O)Cn2nnc(C(=O)NCc3ccccc3)c2N)c(OC)c1
32	COc1cc(/C=C(\CC(=O)O)c2nc3ccccc3s2)cc(OC)c1O
33	Cn1c(CC2Sc3ccccc3NC2=O)nnc1SCC(=O)c1ccc(Cl)cc1 (stereo unspecified)
34	Nc1c(C(=O)Nc2ccc3c(c2)OCCO3)nnn1Cc1cccc(Br)c1
35	Cc1ccc(C(=O)OCC(=O)Nc2cc(C(C)(C)C)no2)c(C)c1
36	O=C(NCCCN1CCCC1)[C@H](CSCc1ccccc1)N1Cc2ccccc2C1=O

entry no.	31	32	33	34	35	36
ASAP1 GAP inh	10	15	-9	-2	-15	-4
GC-B act	5	-4	0	-4	2	0
SMARCA2 act	2	3	2	4	-2	-2
NR1D1 modulator	1	5	2	-4	6	3
PG9 binder	-0.4	-2.5	-2.0	-1.1	-0.1	-0.3
HTRA1 inh	0	7	9	-23	-7	-5
rCAG RNA binder	-2	14	-1	2	4	-3
ABHD4 inh	4	15	-4	-6	-8	3
ARFGAP1 inh	4	-7	6	12	-8	-3
GC-A act	-5	1	4	-2	0	-5

37	COc1ccc(N2CCN(CCNS(=O)(=O)c3ccccc3[N+](=O)[O-])CC2)cc1
38	CC(C)(C)NC(=O)C1Cc2ccccc2CN1C(=O)Nc1cccc(Cl)c1 (stereo unspecified)
39	CCOC(=O)C1=CCC(c2cc3ccc(OC)cc3n2C(=O)OC(C)(C)C)NC1 (stereo unspecified)
40	COc1ccccc1C(=O)N/C(=C\c1cn(C)c2ccccc12)C(=O)N1CCCC1
41	COC(=O)c1ccc(OC(=O)c2cccs2)cc1
42	Cc1ccc(CC2CC(=O)N(c3ccc4c(c3)OCCO4)C2=O)cc1 (stereo unspecified)

entry no.	37	38	39	40	41	42
ASAP1 GAP inh	.	1	-5	2	-15	-1
GC-B act	-5	0	-1	-4	-9	0
SMARCA2 act	-1	-1	-4	-1	-1	2
NR1D1 modulator	3	-3	-2	4	3	4
PG9 binder	.	-1.2	-1.0	0.5	-0.9	-2.7
HTRA1 inh	.	-3	.	-1	2	0
rCAG RNA binder	2	0	3	-1	-1	-7
ABHD4 inh	1	-13	-3	-16	-3	2
ARFGAP1 inh	.	-7	3	8	-3	9
GC-A act	1	2	-1	-8	2	-1

43	O=c1[nH]c(Cc2ccccc2)nc2scc(-c3ccccc3)c12
44	CN(CC(=O)Nc1ccc(F)c(F)c1F)C1CCCCC1
45	O=C(Oc1cccc(N2C(=O)C3C4c5ccccc5C(c5ccccc54)C3C2=O)c1)c1ccco1 (stereo unspecified)
46	Cc1ccc(Cn2c(CN3CC(C)OC(C)C3)nc3c2c(=O)n(C)c(=O)n3C)cc1 (stereo unspecified)
47	N#Cc1nnn(Cc2ccccc2)c1N
48	Cc1nc2c3cc(Cl)ccc3n(CCN3CCOCC3)c2s1
49	CCOc1cc(/C=C(\C#N)C(=O)Nc2cccc(C(=O)O)c2)cc(Br)c1OC(=O)c1ccc(OC)cc1
50	O=C(CSc1ncccn1)N/N=C/c1cccc(OC2CSC2)c1
51	CCc1ccc(-c2nc(CN3CCC(C(=O)NCc4ccc(F)cc4)CC3)c(C)o2)cc1

entry no.	43	44	45	46	47	48	49	50	51
ASAP1 GAP inh	0	6	14	-4	11	-4	6	6	4
GC-B act	2	-2	-3	2	-8	-6	-8	-1	-11
SMARCA2 act	0	0	0	2	0	-1	1	-3	-2
NR1D1 modulator	-4	2	-7	1	-5	5	-3	3	-2
PG9 binder	-3.8	1.5	-1.4	-1.2	1.0	1.9	0.4	-0.9	1.1
HTRA1 inh	-13	-4	34	1	4	-5	-97	-5	-8
rCAG RNA binder	-2	-5	-2	3	-4	-3	23	2	-5
ABHD4 inh	-3	12	-14	5	0	3	-52	-1	11
ARFGAP1 inh	-3	17	0	1	10	5	1	10	-7
GC-A act	3	5	-3	-2	2	2	2	-3	-3

Fetched by structure from the entries so far (four):
51	CCc1ccc(-c2nc(CN3CCC(C(=O)NCc4ccc(F)cc4)CC3)c(C)o2)cc1
49	CCOc1cc(/C=C(\C#N)C(=O)Nc2cccc(C(=O)O)c2)cc(Br)c1OC(=O)c1ccc(OC)cc1
44	CN(CC(=O)Nc1ccc(F)c(F)c1F)C1CCCCC1
48	Cc1nc2c3cc(Cl)ccc3n(CCN3CCOCC3)c2s1

entry no.	51	49	44	48
ASAP1 GAP inh	4	6	6	-4
GC-B act	-11	-8	-2	-6
SMARCA2 act	-2	1	0	-1
NR1D1 modulator	-2	-3	2	5
PG9 binder	1.1	0.4	1.5	1.9
HTRA1 inh	-8	-97	-4	-5
rCAG RNA binder	-5	23	-5	-3
ABHD4 inh	11	-52	12	3
ARFGAP1 inh	-7	1	17	5
GC-A act	-3	2	5	2
